influenza NS1A: H1N1 influenza NS1A inhibitors, functional cell based assay (AID 504329); NS1A functional cell-based assay, percent inhibition; higher % means a stronger effect; inhibition, % at 12.5 µM, or IC50 in µM where a hit was titrated; hit rate 0.3% among 340,000; in the data active = a potency from the dose series; inconclusive = inhibition above about 27% without an active follow-up result; note: strong numbers were not always called active
VEEV TC-83 Vero: inhibitors of VEEV TC-83 cytopathic effect, confirmation, Vero cells (AID 588727); Vero cells, VEEV TC-83 cytopathic effect inhibition; higher % means a stronger effect; inhibition, % at 20 µM; hits with a dose series show IC50 in µM; hit rate 0.13% among 350,000; in the data active = a potency from the dose series; inconclusive = inhibition mostly from about 14% at the one dose, without a potency; inactive = the rest, 99 in 100 with inhibition below about 12%; note: strong numbers were not always called active
M. tuberculosis HTS: M. tuberculosis growth inhibition, HTS (AID 449762) | M. tuberculosis H37Rv growth inhibition, 7H9 media; higher % means a stronger effect | one-dose inhibition, % at 25 µM; IC50 in µM for titrated hits | hit rate 0.59% among 330,000; in the data active = a potency from the dose series; inconclusive = inhibition above about 70% without an active follow-up result;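 note: bacterial growth assessed after seven days of incubation; strong numbers were not always called active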
PhoP GFP inhibition: PhoP regulon inhibitors, Salmonella typhi PhoP promoter GFP reporter, confirmatory (AID 1850). hit rate 0.33% among 310,000. one-dose inhibition, % at 50 µM; IC50 in µM for titrated hits. Salmonella Typhi PhoP-promoter GFP reporter, fluorescence, 4 h; higher % means a stronger effect; in the data active = a potency from the dose series; inconclusive = inhibition mostly from about 25% at the one dose, without a potency; inactive = the rest, 99 in 100 with inhibition below about 19%;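 note: 0% = induced wells with vehicle and 100% = uninduced wells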
M. tuberculosis: growth inhibition of non-replicating M. tuberculosis (AID 488890); inhibition, % at 25 µM; hits with a dose series show IC50 in µM; Mycobacterium tuberculosis non-replicating, growth inhibition; higher % means a stronger effect; hit rate 0.39% among 320,000; in the data active = a potency from the dose series; inconclusive = inhibition mostly from about 82% at the one dose, without a potency; inactive = the rest, 99 in 100 with inhibition below about 76%;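 note: plate controls were DMSO cells for no effect and high antibiotic wells for full effect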
* marks the source's active call; other numbers are inactive results; i = inactive; ? = inconclusive; / = no result given.

Start of the listing, in advance, two compounds:
Molecule,M. tuberculosis,M. tuberculosis HTS,influenza NS1A,VEEV TC-83 Vero,PhoP GFP inhibition
CC(=O)Oc1ccc(/C(C)=N\N2CCN(Cc3ccc(Cl)cc3)CC2)cc1,-5%,1%,-4%,0.8%,-7%
COc1cc(NC(=O)c2sc3ncn(CC(=O)N4CCCC(C)C4)c(=O)c3c2C)cc(OC)c1OC (configuration not stated),20%,3%,3%,1.8%,-13%

This part in full, from the start:
Molecule,M. tuberculosis,M. tuberculosis HTS,influenza NS1A,VEEV TC-83 Vero,PhoP GFP inhibition
CC(=O)Oc1ccc(/C(C)=N\N2CCN(Cc3ccc(Cl)cc3)CC2)cc1,-5%,1%,-4%,0.8%,-7%
COc1cc(NC(=O)c2sc3ncn(CC(=O)N4CCCC(C)C4)c(=O)c3c2C)cc(OC)c1OC (configuration not stated),20%,3%,3%,1.8%,-13%
OC(COCc1ccc2c(c1)OCO2)CN1CCCCC1 (configuration not stated),8%,-3%,-8%,0.4%,2%
Cc1ccc2nc(-c3ccco3)c(Nc3ccccc3)n2c1,17%,1%,18%,0.9%,-5%
N#Cc1ccccc1CN1C(=O)NC2(CCCCCC2)C1=O,-5%,0%,1%,0.1%,-6%
COCc1cc(C)nc2sc(C(=O)Nc3ccccc3F)c(N)c12,33%,4%,-24%,0.7%,-7%
COc1ccc(S(=O)(=O)N2CCC(C(=O)NCc3ccncc3)CC2)cc1OC,-5%,-4%,-5%,1.2%,-8%
CC(C)CC(NC(N)=O)C(=O)NCCc1ccc(Cl)cc1 (configuration not stated),11%,1%,-13%,i,-1%
COC(=O)C1CCN(Cc2nnc(-c3ccccc3)o2)CC1,71%,0%,-33%,i,-8%
Cc1ccc(NC(=O)CN(C)C(=O)c2n[nH]c(=O)c3ccccc23)cc1,-13%,-8%,-2%,i,0%
O=C(NCc1cccs1)c1ccc(CS(=O)(=O)c2ccc(Cl)cc2)o1,/,/,-18%,3.6%,-1%
CCOCc1nnc(NC(=O)C2c3ccccc3Oc3ccccc32)s1,3%,-3%,0%,2.3%,2%
CCc1ccc(CN2CCCC(C(=O)Nc3ccccc3-c3ccc(OC)cc3)C2)o1 (configuration not stated),38%,5%,-5%,i,6%
CC(=O)c1cccc(NC(=S)N2CCCC2)c1,-12%,-3%,12%,1.1%,-16%
Cc1cccc(C(=O)NC(NCCc2ccccc2)C(Cl)(Cl)Cl)c1 (configuration not stated),26%,2%,-19%,5.2%,-2%
N#Cc1cc2c(=O)n3ccccc3nc2n(-c2ccc(Cl)cc2)c1=O,-3%,0%,-1%,1.8%,6%
O=S(=O)(c1ccc(Br)cc1)N1CCN=C1SCc1cccc(F)c1,-8%,-10%,-14%,6.0%,-8%
Cc1cc(C(F)(F)F)c2c(n1)sc1c(O)cc(=O)[nH]c12,13%,-3%,-1%,0.6%,17%
Cc1ccc(S(=O)(=O)N2CCCC2CNC(=O)C(=O)Nc2ccccc2)cc1 (configuration not stated),18%,3%,-2%,3.1%,0%
COc1ccccc1C(C)NS(=O)(=O)c1cccs1 (configuration not stated),4%,5%,/,/,11%
CCCCn1c2ccccc2c2nnc(SCCN3CCCCC3)nc21,/,/,6%,0.9%,/
CCc1ccc(Nc2n[n+](-c3ccccc3)c(-c3ccc(OCc4ccccc4)cc3)s2)cc1,?,1%,-13%,7.1%,11%
Cc1c(NC(=O)c2cc(=O)[nH]c(=O)[nH]2)c(=O)n(-c2ccccc2)n1C,-14%,-11%,0%,1.4%,-9%
CCOc1ccc(-c2nnc(Nc3ccc(OC)c(C(=O)N4CCCCC4)c3)c3ccccc23)cc1,38%,11%,-1%,?,-5%
O=C(NCC(c1ccc(F)cc1)N1CCOCC1)c1cccc(Br)c1 (configuration not stated),10%,3%,-12%,1.1%,11%
CCN(C(=O)COC(=O)c1cccc(S(=O)(=O)NCc2ccccc2)c1)c1ccccc1,/,/,-1%,4.5%,/
Cc1cccc(-c2nnc(SCC(=O)N3c4ccccc4CCc4ccccc43)n2C)c1,68%,3%,-5%,10%,-9%
Cc1cc(=O)oc2c(C)c(OCC(=O)N3CCN(c4cccc(Cl)c4)CC3)ccc12,38%,?,-5%,8.7%,4%
COc1ccc(NC(=O)CC2Oc3ccc(C)cc3NC2=O)cc1 (configuration not stated),5%,-8%,5%,0.1%,8%
Cc1ccc(CNC(=O)c2sc3ccc(S(=O)(=O)N4CCCCC4)cc3c2N)cc1,55%,3%,/,/,-8%
Cc1ccc(C(=O)NC(C)c2ccccc2)cc1Br (configuration not stated),63%,-4%,-3%,i,0%
CCn1nc(NS(=O)(=O)c2ccccc2)c2cc3ccc(C)cc3nc21,4%,-5%,13%,0.0%,-6%
CC(=O)c1ccccc1NC(=O)COC(=O)Cc1cccc(C(F)(F)F)c1,9%,-3%,-7%,0.1%,/
Cc1ccc(Cn2c(C3CCCN3c3nc(-c4ccc(F)cc4)cs3)nc3cc(C(=O)NCCCO)ccc32)cc1 (configuration not stated),9%,2%,14%,2.4%,13%
Cc1ccc(-n2c(Cl)c(Cl)nc(Cl)c2=O)cc1,?,6µM*,-5%,9.0%,-8%
O=C(Cc1coc2ccc3ccccc3c12)N1CCc2ccccc21,9%,-7%,6%,1.9%,-2%
COC(=O)[C@H](C)[C@@H]1C[C@@]1(C)[C@@H](NC(=O)OCc1ccccc1)c1ccccc1,3%,-11%,11%,0.1%,-2%
Fc1ccc2c(c1)Sc1ccc(Cl)cc1CC2N1CCN(CCC2OCCO2)CC1 (configuration not stated),?,?,9%,i,12%
CC(OC(=O)Cn1ccccc1=O)C(=O)Nc1cc(Cl)cc(Cl)c1 (configuration not stated),12%,13%,-5%,0.7%,/
CC1(C)OC2OC3C(CN)OC(c4ccccc4)OC3C2O1 (configuration not stated),/,/,4%,0.7%,/
COc1ccc(OC)c(CN2CCN(C(=O)c3cccc(S(=O)(=O)Nc4ccc(C)cc4)c3)CC2)c1,25%,48%,10%,5.1%,-6%
Cc1ccc2cc(CCNC(=O)c3ccc(S(=O)(=O)N4CCOCC4)cc3)c(=O)[nH]c2c1,12%,-17%,-4%,10%,-4%
COP(=O)(OC)C(NC(C)=O)C(Cl)(Cl)Cl (configuration not stated),0%,-7%,3%,i,-4%
O=C(OCC(=O)N1CCCC1)c1cnc(Cl)c(Cl)c1,/,3%,-4%,1.4%,/
Cc1cc(C)cc(Nc2ccc3nonc3c2[N+](=O)[O-])c1,-5%,-21%,8%,1.5%,1%
Cc1ccc(NC(=S)NCCc2cnc[nH]2)cc1C,-7%,-5%,2%,1.9%,15%
COc1ccc(NC(=O)CCC(=O)Nc2nnc(CC(C)C)s2)cc1Cl,8%,36%,-5%,2.4%,-3%
CC(C)C[C@H](NC(=O)c1nc[nH]c1C(=O)NCCNC(=O)OC(C)(C)C)C(=O)CNCCNC(=O)c1[nH]cnc1C(=O)N[C@@H](C)C(=O)OC(C)(C)C,49%,-3%,7%,0.3%,/
O=C(CCc1ccccc1)N1CCCC(Nc2ccc(F)cc2)C1 (configuration not stated),-4%,-6%,0%,5.2%,-11%
CSC[C@@H]1NC(=S)N(c2ccc(C)cc2)C1=O,17%,34%,4%,0.4%,-3%
COC(=O)c1ccc(CSc2nnnn2C)o1,-16%,/,-8%,2.2%,-15%
CCOC(=O)N1CCN(C(=O)CSc2nc(=O)n3cc(C)ccc3n2)CC1,9%,2%,3%,0.4%,-4%
Cc1cccc([C@@H](NC(=O)OC(C)(C)C)C(=O)OC(C)(C)C)c1,1%,-2%,-18%,2.3%,/
Cc1ccc2ccccc2c1NC(=O)CNC1CCCCC1,-1%,-5%,-1%,3.9%,-5%
CCCCN=c1sc(C(=O)OC)cc(=O)n1CCCC,3%,-7%,7%,i,3%
CCOC(=O)c1c(S(=O)(=O)Nc2cccc(-c3ccno3)c2)c(C)n(C)c1C,6%,2%,2%,0.6%,-7%
N/C(=N\OC(=O)C(c1ccccc1)c1ccccc1)c1ccccn1,-6%,6%,-4%,7.5%,-5%
Cc1ccccc1NC(=O)C1CCN(C(=O)N2CCOc3ccccc32)CC1,3%,-6%,-1%,0.2%,-5%
O=C(COC(=O)c1ccc(N2CCCC2=O)cc1)NCc1ccco1,5%,1%,7%,0.4%,-11%
CCOc1ccc(Cn2nnc(C(=O)NCCc3ccccc3)c2N)cc1,10%,5%,-1%,i,-6%

2 entries picked at random from those above:
Molecule,M. tuberculosis,M. tuberculosis HTS,influenza NS1A,VEEV TC-83 Vero,PhoP GFP inhibition
CC(C)C[C@H](NC(=O)c1nc[nH]c1C(=O)NCCNC(=O)OC(C)(C)C)C(=O)CNCCNC(=O)c1[nH]cnc1C(=O)N[C@@H](C)C(=O)OC(C)(C)C,49%,-3%,7%,0.3%,/
COC(=O)c1ccc(CSc2nnnn2C)o1,-16%,/,-8%,2.2%,-15%

The listing continues.
Molecule,M. tuberculosis,M. tuberculosis HTS,influenza NS1A,VEEV TC-83 Vero,PhoP GFP inhibition
Cc1ccccc1-n1ccnc1SCC(=O)Nc1cccc(S(=O)(=O)NC2=NCCC2)c1,15%,2%,-5%,5.2%,/
Cc1ccc[n+](CC(=O)Nc2ccc(Cl)c([N+](=O)[O-])c2)c1,18%,9%,5%,i,2%
O=C(N/N=C/c1cccc(OC(=O)c2ccc([N+](=O)[O-])cc2)c1)c1cccnc1,-4%,6%,-11%,2.1%,9%
Cc1c(C(=O)N(Cc2ccco2)Cc2cccs2)oc2ccccc12,41%,2%,-2%,4.6%,/
Cc1cccc(/C=N/NC(=O)c2ccc(NC(=O)c3ccccc3Cl)cc2)n1,-2%,-3%,8%,0.3%,0%
CCc1ccc(S(=O)(=O)/N=C2\C=C(Nc3cccc(C(=O)O)c3)C(=O)c3ccccc32)cc1,9%,16%,25%,2.1%,3%
CCOC(=O)CSc1ncnc2c1cnn2-c1ccc(Cl)cc1,?,?,-6%,1.2%,-4%
Cc1c(Cc2ccc3c(c2)OCO3)sc(NC(=O)c2ccc3ccccc3c2)c1C(N)=O,-6%,-1%,/,/,-4%
O=C(Nc1ccccc1-c1ccccc1)C12CC3CC(CC(C3)C1)C2,25%,38%,-4%,4.3%,-7%
Cn1c(=O)c2sccc2n2c(CCCC(=O)NCc3cccnc3)nnc12,-5%,-3%,11%,1.4%,3%
Cc1ccc(-c2csc(NC(=O)c3ccc(C)o3)n2)cc1,8%,5%,4%,1.2%,-4%
O=c1cc(-c2ccc3c(c2)OCO3)oc2ccccc12,-6%,6%,-4%,0.8%,7%
CC(=O)OCC1=C(C(=O)O)N2C(=O)C(NC(=O)c3ccc(COc4cccc(Cl)c4Cl)o3)C2SC1 (configuration not stated),17%,5%,-4%,4.3%,-2%
O=C(Nc1ccc(C(=O)N2CCCCC2)cc1)c1ccc([N+](=O)[O-])cc1,2%,-4%,-2%,0.1%,-8%
CC(C)C[C@H](NC(=O)NCc1ccc(F)cc1)C(=O)O,-2%,3%,0%,i,-6%
CCCCCCN1C(=O)C(O)=C(C(C)=O)C1c1ccccc1[N+](=O)[O-] (configuration not stated),/,/,-1%,1.6%,/
Cc1ccc(C(=O)Nc2cccc(S(=O)(=O)N3CCCC3)c2)o1,/,-3%,3%,7.6%,/
CCOC1(c2ccccc2)OC(=O)c2ccccc21 (configuration not stated),-10%,7%,-12%,0.3%,-5%
Brc1ccc(CNCc2cccs2)cc1,56%,0%,6%,2.5%,-5%
CS(=O)(=O)c1cccc(-c2nnc(NC(=O)CCS(=O)(=O)c3ccccc3)o2)c1,66%,6%,-7%,1.2%,-5%
O=C(O)c1ccc(N/N=C/C=C/c2ccc([N+](=O)[O-])o2)cc1,?,?,27%,1.3%,0%
OCCOCCNc1ncnc2c1c(-c1ccccc1)cn2-c1ccccc1,6%,-1%,-2%,11%,5%
COC(=O)CSc1nc2sc3c(c2c(=O)n1-c1ccccc1)CCN(C)C3,60%,2%,11%,i,0%
CCN(CC(=O)Nc1c(F)cccc1F)C(=O)CSCC(=O)Nc1cc(C)on1,-10%,4%,-2%,i,13%
COc1ccc(C(=O)OCC(=O)NCc2ccccc2)c(OC)c1OC,-13%,0%,-3%,i,0%
NCCC(=O)N1c2ccccc2Sc2ccc(Cl)cc21,69%,4%,-1%,0.6%,14%
COc1ccc(OC)c(S(=O)(=O)NCc2ccccc2)c1,-8%,-9%,0%,i,-3%
CCSC1(SCC)N=C(N)C2(C#N)C(c3ccccc3)NC3=C(CCC3)C12C#N (configuration not stated),-6%,-4%,-2%,2.1%,-7%

Screening results as filed in PubChem BioAssay.
